RSV antiviral HEp-2: RSV antiviral activity via CPE protection, HEp-2 cells, primary 10 µM value included (AID 2391). HEp-2 cells, RSV-induced CPE inhibition; higher % means a stronger effect. 310,000 tested, 0.13% active. one-dose CPE inhibition, % at 10 µM; IC50 in µM for titrated hits; in the data active means a potency from the dose series; inconclusive means CPE inhibition mostly from about 23% at the one dose, without a potency; inactive means the rest, 99 in 100 with CPE inhibition below about 21%; further: strong numbers were not always called active
Rac1 GTP hydrolysis: MgcRacGAP GTPase-activating activity inhibitors, confirmation, biochemical, ADP Hunter fluorescence | MgcRacGAP-stimulated Rac1 GTP hydrolysis, ADP Hunter fluorescence; higher % means a stronger effect; GST-tagged Rac1 F28L mutant substrate | one-dose inhibition, % at 30 µM; IC50 in µM for titrated hits | 340,000 tested, 0.6% active;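 active means first-screen hits whose inhibition reached a set limit at any dose in the follow-up dose series; inconclusive means inhibition above the set first-screen limit but never retested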;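 further: fluorescence reports GDP produced by GAP-driven GTP hydrolysis; strong numbers were not always called active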
WT yeast gro inh: growth inhibition of WT yeast, mitochondrial fusion screen. inhibition, % at 10 µM. mitochondrial fusion phenotypic screen, WT strain. 190,000 tested, 2.1% active. AID 1362; in the data active means inhibition above about 58%; tested in S. cerevisiae
Myeloid diff MLP: compounds promoting myeloid differentiation | ER-HoxA9 myeloid progenitors, lysozyme-GFP differentiation, flow cytometry | calls only at 10 µM | 360,000 tested, 1% active | AID 624256;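 active means normalized GFP-positive differentiation at or above the plate's own cutoff, the solvent-only control mean plus 3 SD; inconclusive means no clear call, values can overlap the other calls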;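 further: cells exposed to compound for four days before flow analysis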
West Nile antiviral: West Nile virus antiviral activity, cell-based, CPE readout (AID 1621); West Nile virus-infected cells, CPE inhibition; higher % means a stronger effect; CPE inhibition, % at 10 µM, or IC50 in µM where a hit was titrated; 290,000 tested, 0.02% active; in the data active means a potency from the dose series; inconclusive means CPE inhibition mostly from about 3.7% at the one dose, without a potency; inactive means the rest, 99 in 100 with CPE inhibition below about 2.2%; further: strong numbers were not always called active
Salmonella PhoP GFP: PhoP-dependent GFP reporter repression – Salmonella Typhimurium, primary screen (AID 1863); S. Typhimurium PhoP-regulated promoter GFP reporter, 4 h; higher % means a stronger effect; one-dose inhibition, % at 50 µM; IC50 in µM for titrated hits; 300,000 tested, 0.16% active;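 active means inhibition over 29.93%, a cutoff 3 SD above the screen mean, later confirmed by dose response; inconclusive means inhibition over 29.93% but no dose response follow-up; inactive means inhibition at most 29.93% or unconfirmed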;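 further: 0% = low Mg2+ inducing control and 100% = high Mg2+ repressing control; strong numbers were not always called active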
bCat nuc transl: modulators of beta-catenin nuclear translocation | nuclear translocation activity, % at 5 µM | HeLa beta-catenin nuclear translocation, immunofluorescence imaging | 190,000 tested, 0.3% active | AID 1665;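 active means nuclear translocation activity above 50% at 5 µM, with a well cell count of 50 or more; inconclusive means wells under 50 cells across six images, flagged as toxic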;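 further: per-cell ratio of nuclear to cytoplasmic median beta-catenin stain intensity; plate controls were DMSO negative control for no effect and GSK-3 inhibitor IX positive control for full effect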
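Assay system: human HeLa cells, native beta-catenin; doses: 5 µM primary, 0.02–20 µM confirmation; incubation: compound treatment 24 h, 37°C, 5% CO2; technique: fluorescence imaging of beta-catenin antibody stain plus DAPI; measure: % activation, nuclear-to-cytoplasmic median beta-catenin signal ratio per cell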
SV40 large T antigen: TAg ATPase/helicase activity blockers – biochemical (AID 1903) | SV40 large T antigen ATPase/helicase inhibition assay; higher % means a stronger effect | inhibition, % at 20 µM, or IC50 in µM where a hit was titrated | 310,000 tested, 0.39% active; in the data active means a potency from the dose series; inconclusive means inhibition mostly from about 32% at the one dose, without a potency; inactive means the rest, 99 in 100 with inhibition below about 32%; further: strong numbers were not always called active
T cell modulator: T cell immune modulators affecting CD8 T cell-vesicle binding; 330,000 tested, 0.068% active; 2C CD8+ T cell-vesicle binding, flow cytometry; hits give low values; AID 2052; calls only at 7 µM;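 active means response, share of CD8 T cells binding vesicles, and their 90th percentile fluorescence all below set limits, cut at about 80% in these data, passing the limit was not always enough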
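Material: 2C TCR transgenic mouse naive CD8+ T cells, MACS-purified. Also added: QL9-charged Drosophila Ld/ICAM-1/B7-1 vesicles. Timing: binding 1.5 h at 37 °C. Measured by: high-throughput flow cytometry with anti-B7-1 and anti-CD8 staining. Read-out: percent CD8+ FL2 mean versus row control. Controls: Unloaded micro-vesicles (low), QL9 vesicles with 0.7% DMSO (high).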
WT yeast gro inh mutant strain: further read-out of WT yeast gro inh, marked with its call; inhibition, %; mitochondrial fusion phenotypic screen, mutant strain inhibition
bCat nuc transl cell count 5 µM: also measured in bCat nuc transl; calls as there; cell count; measured here: cell count, cytotoxicity flag
T cell modulator vesicle-bound %: second read-out of T cell modulator, no call of its own (marks repeat the call); double positive events, %; measured here: CD8+ vesicle-bound cell fraction;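 binding gate set so that unloaded-vesicle control wells show 10% double positive cells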
Myeloid diff MLP GFP+ MAC1+ %: further read-out of Myeloid diff MLP, marked with its call; GFP+ MAC1+ double positive, %; measured here: differentiation confirmed by MAC1 staining
* marks the source's active call; other numbers are inactive results; i = inactive; u = inconclusive; x = not tested or not shown; & = joins results of further samples.

smiles	RSV antiviral HEp-2	Rac1 GTP hydrolysis	WT yeast gro inh	WT yeast gro inh mutant strain	Myeloid diff MLP	Myeloid diff MLP GFP+ MAC1+ %	West Nile antiviral	Salmonella PhoP GFP	bCat nuc transl	bCat nuc transl cell count 5 µM	SV40 large T antigen	T cell modulator	T cell modulator vesicle-bound %
CCOc1cc(C(=O)Nc2cc(C)on2)cc(OCC)c1OCC	3.7%	7%	-3	1	i	1.6	-0.6%	0%	x	x	7%	i	29
O=C(Nc1ccccc1)Nc1ccc(C(F)(F)F)cn1	1.2%	0%	x	x	i	0.7	0.0%	1%	-0.6	1328	5%	i	27
Cc1ccc(S(=O)(=O)N2CCOCC2)cc1NC(=O)COC(=O)c1cc(=O)[nH]c2ccccc12	2.9%	6%	-12	-10	i	0.7	0.1%	10%	-4.7	1153	-4%	i	17
O=C(N/N=C/c1cccnc1)c1ccc(NC(=O)C(c2ccccc2)c2ccccc2)cc1	5.2%	8%	-8	15	i	0.1	-0.1%	-9%	1.0	870	0%	i	40
CC1CCCCC1NC(=O)COC(=O)c1ccc(S(=O)(=O)N2CCOCC2)cc1 (stereo unspecified)	1.3%	3%	-8	-16	i	1.3	1.1%	-2%	-1.6	1000	14%	i	44
O=C(CCNS(=O)(=O)c1cccc2nonc12)N1CCN(c2cccc(Cl)c2)CC1	0.1%	2%	25	19	i	1.2	-0.2%	5%	x	x	1%	i	25
CN(C)CCNC(=O)c1onc(CSc2ccc(F)cc2)c1C(=O)NCCN(C)C	-2.5%	11%	x	x	i	1.0	1.3%	3%	-1.9	1163	19%	i	26
O=C(O)CCCC(=O)N1CC(=O)Nc2ccccc21	2.3%	6%	7	10	i	0.6	0.3%	-4%	1.5	1166	10%	i	24
Cc1ccc(/C=N/n2c(-c3ccccn3)n[nH]c2=S)o1	x	24%	x	x	i	0.9	0.0%	-4%	0.1	987	26%	i	52
COc1ccc(CNC(=O)COC(=O)C2CC3C=CC2C3)cc1 (stereo unspecified)	0.4%	4%	13	2	i	0.1	-0.2%	12%	2.1	1086	14%	i	52
CC1CCC(Nc2nnnn2-c2ccccc2)CC1 (stereo unspecified)	3.5%	9%	4	-17	i	1.1	-0.5%	-5%	-1.6	1333	-3%	i	28
CCN(CC)CCn1c(SCC(=O)Nc2ccc3c(c2)CCC3)nc2ccccc2c1=O	-1.2%	11%	x	x	i	0.3	x	x	x	x	x	i	18
O=C(CCC(=O)N1CCOc2ccc(Cl)cc21)N1CCN(c2ccccn2)CC1	2.1%	-2%	x	x	i	2.6	0.3%	x	x	x	9%	i	x
CC(C)(C)OC(=O)N1CCC(c2c(C(=O)NCC3CCN(C4CCCC4)C3)cnn2-c2ccc(F)cc2)CC1 (stereo unspecified)	3.8%	3%	x	x	i	0.8	0.0%	-1%	x	x	3%	i	9
C/C(=N\O)c1cc(Cl)cc(Cl)c1O	x	9%	x	x	i	0.5	0.2%	-8%	-4.5	1181	6%	i	28
O=c1oc(-c2ccccc2)nc2c1C1(CCCCC1)Cc1ccccc1-2	0.2%	4%	0	-29	i	2.1	0.6%	8%	4.2	916	-6%	i	26
Cc1cccc(NC(=S)NNC(=O)CCn2cc(C)cn2)c1	-0.9%	2%	-28	2	i	7.8	0.7%	-2%	-1.2	1404	5%	i	35
CCOC(=O)c1[nH]c2ccccc2c1NC(=O)COC	3.5%	5%	0	-12	i	1.5	0.3%	5%	x	x	7%	i	43
CCOc1cc(NC(=O)c2cccs2)c(OCC)cc1NC(=O)c1ccccn1	3.7%	8%	1	7	i	0.6	-0.9%	x	0.2	1571	x	i	53
Cc1ccc(-c2nc(C(=O)NCC3CCCO3)cc3c2[nH]c2ccccc23)cc1 (stereo unspecified)	8.2%	4%	x	x	i	2.4	-1.4%	7%	x	x	3%	i	6
O=C1C2C(c3ccccc3)=NN(c3ccccc3)C2C(=O)N1c1ccccc1 (stereo unspecified)	2.6%	3%	3	8	i	0.8	-0.4%	-10%	x	x	0%	i	41
COc1ccc(CN2C(=O)C(CC(C)C)Nc3ncnc(N4CCOCC4)c32)cc1 (stereo unspecified)	3.1%	4%	x	x	i	4.5	x	-8%	x	x	19%	i	30
C=CCn1c(C)nc2ccccc2c1=O	1.2%	3%	-9	-5	i	0.2	1.8%	-4%	-1.6	1012	16%	i	29
CCCCN(C(=O)CCNC(=O)NC12CC3CC(CC(C3)C1)C2)c1c(N)n(CCCC)c(=O)[nH]c1=O	-2.6%	-5%	x	x	i	1.0	x	-1%	x	x	20%	i	38
COc1ccc(OCC(=O)Nc2cc(OC)ccc2N2CCCCC2)cc1	4.6%	2%	x	x	i	0.1	-0.2%	3%	x	x	6%	i	18
COc1ccc(CNC(=O)[C@@H]2CC=C[C@@H]3CCN(Cc4ccc(Cl)c(Cl)c4)C(=O)[C@@H]32)cc1	4.1%	7%	x	x	i	0.5	-0.7%	6%	x	x	10%	i	23
O=C(NC1CCS(=O)(=O)C1)/C(=C/c1ccco1)NC(=O)c1ccccc1 (stereo unspecified)	-0.8%	1%	-12	-17	i	0.0	1.3%	0%	1.0	1468	2%	i	47
CCCN1CCN(C(=O)Cn2cnc3ccc(S(=O)(=O)N4CCC(C)CC4)cc3c2=O)CC1	-1.2%	x	-5	-15	i	0.0	0.0%	2%	2.3	1089	0%	i	44
CCOc1ccc(NS(=O)(=O)c2ccc(C(=O)NCC(c3ccccc3OC)N3CCCC3)cc2)cc1 (stereo unspecified)	1.4%	11%	x	x	i	1.0	x	-1%	x	x	12%	i	34
COc1ccc(S(=O)(=O)N2CCCCC2)cc1NC(=O)c1ccccc1	-0.5%	5%	x	x	i	0.6	x	-3%	x	x	3%	i	54
CC(=O)N(NC(N)=O)C(C)CC(=O)C1C(C)C=CCC1(C)C (stereo unspecified)	x	x	x	x	i	0.8	-0.2%	1%	-0.7	1335	34%	i	37
COC(=O)c1ccc(CSc2nnc(CNC(=O)c3ccc(OC)cc3)o2)o1	1.0%	14%	-16	-15	i	1.8	-0.5%	-5%	-1.4	1413	2%	i	21
CCOc1cc(-c2noc(CCCC(=O)NC3CCCCC3)n2)ccc1OC	8.8%	9%	x	x	i	1.5	-1.2%	-6%	x	x	9%	i	8
C[n+]1c2n(c3ccccc31)N=C(c1ccccc1)CS2	-0.3%&1.5%	20%&15%	18&11	13&1	u	3.4	-0.4%&-0.3%	-8%&0%	-1.6&-1.2	1023&1285	25%&13%	i	18&48
COC(=O)C1=C(C)NC(C)=C(C(=O)OCC(C)C)C1c1ccccc1[N+](=O)[O-] (stereo unspecified)	0.9%	28%	x	x	i	1.4	u	6%	x	x	u	i	29
CSCC[C@H](NC(=O)OC(C)(C)C)C(=O)N1CCC(C(=O)N[C@H](C(=O)O)C(C)C)CC1	0.6%	3%	6	1	i	6.7	0.0%	-9%	-4.5	1019	5%	i	37
COc1ccc(C(=O)NCc2nnc(SCC(=O)Nc3nc4ccc(C)cc4s3)o2)cc1OC	0.4%	7%	5	3	i	0.9	-0.6%	-15%	-3.2	552	4%	i	45
O=C1c2ccccc2S(=O)(=O)c2cc(C(=O)N(c3ccccn3)c3ccccn3)ccc21	1.2%	5%	-2	-5	i	0.1	-0.8%	-11%	-2.8	1225	1%	i	30
COc1cccc(C2C(C#N)=C(N)Oc3c2oc(CO)cc3=O)c1 (stereo unspecified)	1.9%	11%	-3	-4	i	1.1	0.3%	1%	-0.2	1316	16%	i	36
Cc1oc(S(=O)(=O)N(C)C)cc1C(=O)Nc1ccc(F)cc1	4.8%	0%	x	x	i	0.3	0.8%	-10%	-1.3	1142	3%	i	55
O=C(CNC(=O)c1ccccc1)Nc1ccsc1C(=O)O	1.0%	4%	8	11	i	0.3	0.0%	-4%	-0.2	992	2%	i	27
CC(=O)Nc1ccc(S(=O)(=O)Nc2nc3ccccc3nc2N2CCCC2)cc1	1.6%	-1%	28	10	i	0.6	0.2%	-5%	-0.9	1015	5%	i	28
CC1CCc2c(sc(NC(=O)CCC(=O)O)c2C(=O)NC2CC2)C1 (stereo unspecified)	1.5%	10%	x	x	i	0.4	-0.3%	7%	x	x	-4%	i	69
C=CCNc1nnc(Cc2ccc(C(C)C)cc2)c(=O)[nH]1	0.4%	11%	x	x	i	3.0	0.6%	-6%	x	x	8%	i	43
O=C(NC12CC3CC(CC(C3)C1)C2)c1c(Cl)cccc1Cl	2.8%	6%	x	x	i	0.3	0.0%	7%	x	x	4%	i	42
COc1ccc(Nc2c3ccccc3nc3ccccc23)cc1	15%	18%	x	x	x	x	1.5%	-3%	x	x	12%	i	50
O=C(CSc1ncnc2c1cnn2Cc1ccccc1)Nc1ccc2c(c1)OCCO2	3.4%	13%	7	-11	i	0.9	0.0%	-4%	0.0	952	-8%	i	34
O=C(OC1CCCCC1=O)c1cc(Cl)ccc1[N+](=O)[O-] (stereo unspecified)	-1.0%	0%	-2	0	i	0.4	1.2%	-4%	-4.5	1132	13%	i	32
CC1(C)CC(=O)C2=C(C1)Nc1[nH]c(=S)[nH]c(=O)c1C2c1ccccc1 (stereo unspecified)	0.3%	3%	0	9	i	3.6	0.7%	10%	0.7	765	22%	i	29
O=C(CN1CCN(c2ccc(F)cc2)CC1)N1N=CCC1c1ccccc1 (stereo unspecified)	3.4%	-4%	20	-1	i	6.5	0.0%	0%	3.2	1373	-2%	i	20
CCCCNC(=O)c1onc(CSc2ccccc2)c1C(=O)NCCCC	1.8%	14%	x	x	i	0.6	x	-6%	x	x	16%	i	21
CCOc1ccc(-n2c(O)cc(=O)[nH]c2=O)cc1	0.5%	9%	x	x	i	0.2	0.0%	-3%	-0.4	1337	14%	i	28
CC(C)c1ccc(OCC(=O)NNC(=S)NC(=O)c2cccs2)c(Br)c1	6.4%	11%	x	x	i	6.9	-0.5%	-2%	x	x	25%	i	59

Rows were taken by chance; 3.6% or so of the library scored in one or more.
